D1 ag – Allosteric Agonists of the Human D1 Dopamine Receptor: qHTS; D(1A) dopamine receptor (Homo sapiens), P21728; HEK293 T-REx D1 cells, calcium flux, agonist mode; activation, % at 2 µM; 1% of 360,000 active; AID 504660, 2011; in the data active = activation above about 30%; also: 0% is about no effect
Target sequence (P21728 whole entry, looked up): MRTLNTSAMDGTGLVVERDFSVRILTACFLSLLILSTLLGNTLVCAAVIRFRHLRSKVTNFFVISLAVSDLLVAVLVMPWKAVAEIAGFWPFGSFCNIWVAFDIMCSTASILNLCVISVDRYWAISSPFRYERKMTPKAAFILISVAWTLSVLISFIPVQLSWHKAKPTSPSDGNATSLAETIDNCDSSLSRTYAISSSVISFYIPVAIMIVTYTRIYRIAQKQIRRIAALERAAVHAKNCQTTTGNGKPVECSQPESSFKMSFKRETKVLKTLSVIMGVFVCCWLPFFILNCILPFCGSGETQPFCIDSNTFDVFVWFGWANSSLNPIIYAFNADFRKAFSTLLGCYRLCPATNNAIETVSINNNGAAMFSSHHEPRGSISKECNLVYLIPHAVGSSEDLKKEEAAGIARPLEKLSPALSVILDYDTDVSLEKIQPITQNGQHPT
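Inducible HEK293 T-REx D1 cells, force-coupled to calcium signalling, were plated at 4000 cells/well with tetracycline and held overnight at 30 C. After no-wash calcium dye loading, compound-evoked calcium rise over 180 s flagged agonists.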
RXFP1 antagonist – qHTS Assay for Antagonists of the Relaxin Receptor RXFP1 | Relaxin receptor 1 (Homo sapiens), Q9HBX9 | HEK293-RXFP1, relaxin-stimulated cAMP HTRF, 30 min; stronger effect = lower value | activity change, negative = inhibition, % at 57.5 µM | 0.59% of 350,000 active | AID 1259400, 2018;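 active = activity change of -60% or lower, but not beyond a set lower limit; inconclusive = change between -60% and -40%, or beyond the set limit; inactive = change above -40%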; also: % is scaled to controls: 0 for no effect and ±100 for the full control effect
Vif-APOBEC3G blk – qHTS for Inhibitors of Vif-A3G Interactions: qHTS; HeLa A3G-eYFP + Vif (tagged APOBEC3G with the HIV-1 protein that degrades it), YFP fluorescence, overnight; Potency, µM (series often up to 46.1 µM), for the others: top-dose activity, negative = active, actives largely listed as inhibitors; 0.076% of 410,000 active; DNA dC->dU-editing enzyme APOBEC-3G (Homo sapiens), Q9HC16; AID 602310, 2012;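 also: potency is read from the fitted curve at half-maximal effect; % is scaled to controls: 0 for no effect and ±100 for the full control effect; nearly all actives have a fitted effect of over 60% in size; hits raise eYFP signal because A3G escapes Vif-driven loss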
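HeLa cells stably expressing Vif and C-terminally eYFP-tagged A3G, seeded overnight at 37 deg C, then exposed to compound by pintool overnight at 37 deg C. Rise in yellow fluorescence (Ex 488/Em 500-530, Acumen) marks blocked Vif-driven A3G degradation.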
GRP78 ERSR act – qHTS for Inducers of the Endoplasmic Reticulum Stress Response (ERSR) in Human Glioma: qHTS | U87-MG GRP78 promoter luciferase reporter, 16 h | Potency, µM, for the others: top-dose activation, most hits filed as activators | 0.02% of 420,000 active | AID 602332, 2012; also: potency is read from the fitted curve at half-maximal effect; series mostly up to about 76 µM; % of control where 0% means no effect; nearly all actives have a fitted effect of over 35% in size
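Stably transfected U87-MG human glioma cells carrying a GRP78-based luminescent sensor were seeded at 1000 cells/well, pin-dosed with compounds and incubated 16 h. Luciferase reagent was then added, and end-point luminescence was read after 10 min at room temperature.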
RXFP1 ag – qHTS Assay for Agonists of the Relaxin Receptor RXFP1. AID 2676, 2010. HEK293T-RXFP1 cAMP TR-FRET, 30 min; response scale: percent of porcine relaxin response, buffer zero. 0.3% of 370,000 active. Potency, µM (highest dose often 57.5 µM), without a hit: at the top dose activation, usual class: activators; also: potency is read from the fitted curve at half-maximal effect; % is scaled to controls: 0 for no effect and ±100 for the full control effect; nearly all actives have a fitted effect of over 60% in size; many of its hits are not listed in these tables
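Agonist response is measured as cAMP accumulation in an RXFP1-transfected HEK293T line under PDE4 inhibition. Values are scaled between buffer-only and 29 nM porcine relaxin, and EC50s come from standard Hill equation fits.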
D1 antag – Antagonist of Human D 1 Dopamine Receptor: qHTS | HEK293 TREx D1 cells, calcium flux, dopamine EC80; stronger effect = lower value | activity change, negative = inhibition, % at 10 µM | 3.2% of 360,000 active | AID 504652, 2011; in the data active = activity change below about -30%; also: % is scaled to controls: 0 for no effect and ±100 for the full control effect
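Allosteric or orthosteric antagonism assessed as attenuation of the calcium response to EC80 dopamine, added 180 s after compound, in induced HEK293 Trex D1 cells loaded with no-wash calcium dye.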
Vif-APOBEC3F blk – qHTS for Inhibitors of Vif-A3F Interactions: qHTS; 0.2% of 390,000 active; HeLa A3F-eYFP + Vif (tagged APOBEC3F with the HIV-1 protein that degrades it), YFP fluorescence increase; Potency, µM (highest dose often 46.1 µM), for inactives: at the highest dose activity, negative = active; also: potency is read from the fitted curve at half-maximal effect; % of control where 0% means no effect; nearly all actives have a fitted effect of over 65% in size
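HeLa cells stably expressing A3F-eYFP plus Vif, plated and incubated overnight at 37 deg C, then exposed to compounds overnight at 37 deg C. Blocked degradation read as raised yellow fluorescence (Ex 488/Em 500-530).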
D2 potentiator – HTS Assay for Positive Allosteric Modulators of the Human D2 Dopamine Receptor: Primary Screen for Potentiators | D(2) dopamine receptor (Homo sapiens), P14416 | HEK293 T-REx D2, calcium flux, EC20 dopamine potentiation | potentiation, % at 10 µM | 0.34% of 340,000 active | AID 485347, 2010;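 active = potentiation over 3 SD above the plate norm, cut at about 30% in these data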; also: 0% is about no effect
Target sequence (P14416 whole entry, looked up): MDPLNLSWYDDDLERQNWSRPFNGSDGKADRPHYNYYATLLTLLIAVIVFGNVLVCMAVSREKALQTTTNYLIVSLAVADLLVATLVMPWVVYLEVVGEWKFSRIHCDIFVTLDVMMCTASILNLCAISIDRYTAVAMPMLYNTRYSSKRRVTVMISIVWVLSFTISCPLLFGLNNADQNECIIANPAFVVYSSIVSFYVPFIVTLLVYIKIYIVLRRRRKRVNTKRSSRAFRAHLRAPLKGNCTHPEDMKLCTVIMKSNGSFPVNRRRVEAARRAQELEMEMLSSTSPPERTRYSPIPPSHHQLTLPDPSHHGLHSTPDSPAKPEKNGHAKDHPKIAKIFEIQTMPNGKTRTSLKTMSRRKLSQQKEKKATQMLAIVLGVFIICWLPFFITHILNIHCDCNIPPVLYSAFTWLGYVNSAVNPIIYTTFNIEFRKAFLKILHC
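Calcium flux readout, no-wash dye, 1 read/s. Inducible HEK293 Trex D2 line, overnight 30 C. Compound alone 180 s (agonist flags), then EC20 dopamine, another 180 s to score potentiation.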
D1 PAM – Potentiators of Human D1 Dopamine Receptor: qHTS; D(1A) dopamine receptor (Homo sapiens), P21728; 0.036% of 360,000 active; HEK293 TREx D1 cells, calcium flux, dopamine EC20 potentiation; potentiation, % at 10 µM; in the data active = potentiation above about 30%; also: 0% is about no effect
Numbers without * were called inactive; u = inconclusive; x = not tested or not shown; & = joins results of further samples. Unless noted, calls follow the shape of the dose curve; as a rule, active = well fitted curve in the direction sought with a large enough effect; inconclusive = small, poorly fitted or top-dose-only effect, or another doubt; inactive = no such curve, though single readings can be large; an effect the other way counts as inactive or inconclusive. This is a subset. The share of hits here may be higher or lower than overall.

smiles,D2 potentiator,Vif-APOBEC3F blk,Vif-APOBEC3G blk,D1 antag,RXFP1 ag,D1 ag,GRP78 ERSR act,D1 PAM,RXFP1 antagonist
Cc1ccc(NNC(=O)c2cc(C(C)(C)C)nn2Cc2ccccc2)cc1,-10,-15%,-1%,3,3.1%,2,-2%,-2,-27
O=C(Nc1ccccc1)c1nnsc1S(=O)c1ccc(Cl)cc1 (stereo not given),8,1%,-17%,-41*,0.2%,2,-15%,-4,-105*
O=C(Cn1c(O)c(/C=C2\C=Nc3ccc(Br)cc32)sc1=O)N1CCCC1,3,x,1%,6,-0.2%,5,-4%,-1,-12
CC(C)NC(=S)n1cc(C(=O)c2cc(Cl)cc(Cl)c2O)cn1,11,12%,1%,-8,u,4,-3%,12,14
Cc1noc(NS(=O)(=O)c2ccc(NC(=O)c3oc4ccc(F)cc4c3C)cc2)c1C,9,1%,-9%,0,1.2%,5,u,-5,8
CCOc1ccc(-c2noc(CCCC(=O)NC3CCCC3)n2)cc1OC,1,4%,1%,-85*,1.2%,0,2%,x,-5
O=C1N=c2ccccc2=C1c1sc(=S)n(NC(=O)c2cccc(O)c2)c1O,-4,-15%,-1%,-23,0.0%,1,-2%,-5,-2
Cc1ccc(CNCc2c(C(=O)O)n(Cc3ccc(C)cc3)c3cc(C)ccc23)cc1,0,u,-30%,5,1.1%,2,1%,6,x
CCOC(=O)C1=C(N)OC2=C(C(=O)CCC2)C1c1ccco1 (stereo not given),3,4%,1%,11,-1.0%,0,-4%,4,-21
Cc1cc(Nc2ccccc2O)nc(C)n1,10,u,-12%,9,-0.3%,0,1%,-1,3
CC(C)CCSc1nc2[nH]ncc2c(=O)[nH]1,x,-10%,-8%,7,0.2%,0,2%,-3,-3
CC(Sc1ccsc1[N+](=O)[O-])C(=O)NCCc1ccc(Cl)cc1 (stereo not given),-10,-19%,3%,-7,2.0%,1,1%,-5,11
Cc1ccc(C(=O)N/C(=C\c2cn(S(=O)(=O)N(C)C)c3ccccc23)C(=O)N2CCCC2)cc1,11,1%,1%,-1,-0.8%,-1,-3%,7,-4
CCN(CC)CCCN(CC(=O)N(C)Cc1ccccc1)C(=O)c1ccc([N+](=O)[O-])cc1,-2,-18%,4%,10,-0.7%,2,-5%,1,-5
CCc1cc2c(=O)[nH]c(N3CCCC3)nc2s1,x,7%,-1%,23,-0.7%,-1,4%,1,-8
COc1ccc(NC(=O)CS(=O)(=O)c2cn(CC(=O)N3CCOCC3)c3ccccc23)cc1,-3,4%,1%,27,-3.6%,3,-10%,-2,u
CC(C)N(Cc1ccccc1)C(=O)C1CCCN(c2ncnc3onc(-c4ccc(F)cc4)c23)C1 (stereo not given),3,2%,-1%,-7,-2.7%,3,-5%,-8,-5
COc1ccc(OCC(=O)N(Cc2cccc(OC)c2)C2CCS(=O)(=O)C2)cc1 (stereo not given),x,1%,0%,-5,0.7%,1,-3%,0,-4
Cc1cc(S(=O)(=O)N2CCCC2)ccc1OCC(=O)N1CCC(C(N)=O)CC1,x,-1%,-2%,-17,1.2%,1,-2%,-7,-5
O=[N+]([O-])c1cccc(Cl)c1CSc1ccccn1,5,10%,-9%,-3,-1.2%,2,2%,4,-6
O=C(CSC1=NS(=O)(=O)c2cc(F)ccc2N1)NCc1ccc(F)cc1,5,9%,0%,-7,0.1%,1,-3%,-8,12
CC1(c2ccccc2)NC(=O)N(CC(=O)Nc2ccc(S(=O)(=O)NC3=NCCCCC3)cc2)C1=O (stereo not given),x,2%,-2%,x,x,x,8%,x,1
O=S1(=O)NC(=NCc2ccccc2)c2ccccc21,-7,2%,0%,3,-1.4%,2,0%,1,2
CC1CN(C(=O)C2(C)CC2(Cl)Cl)CC(C)O1 (stereo not given),2,11%,-5%,9,1.2%,6,-2%,-2,-3
CCOC(=O)c1cccc(NC(=O)c2cc3cc4cc(OC)ccc4nc3s2)c1,-8,-5%,0%,-10,u,4,-2%,-2,x
O=C(CC1SC(N2CCCCC2)=NC1=O)Nc1cccc(C(=O)NCc2ccc(F)cc2)c1 (stereo not given),x,-3%,1%,-2,-0.9%,5,-2%,2,-9
Cc1cccc(NC(=O)CSc2nc(C3CCCC3)nc3c2c(=O)n(C)c(=O)n3C)c1C,2,x,x,-9,-1.0%,0,x,0,1
CCn1cc(C(=O)OCC(=O)Nc2cccc(Cl)c2Cl)c(=O)c2ccc(C)nc21,-1,12%,5%,-7,u,2,-6%,-2,4
O=C(c1ccco1)N1CCn2cccc2C1c1ccccc1 (stereo not given),11,-7%,-2%,-5,-2.0%,5,-3%,2,-9
Cc1ccnc2c1ccc1ccccc12,-4,11%,-10%&2%,-18,2.2%,0,5%&-2%,-6,7
Cc1cc(C)c2c3c(sc2n1)C(=O)N(c1ccccc1)CC(=O)N3,-4,0%,1%,4,13%,2,-1%,0,-13
Cc1ccccc1C1C(C#N)=C2NC(=O)c3c(sc4c3CCCCC4)N2C2=C1C(=O)CC(C)(C)C2 (stereo not given),1,x,x,14,6.0%,3,x,8,x
O=C(O)Cn1ccc2cc(S(=O)(=O)N3CCCCC3)ccc21,x,0%,0%,x,x,x,-6%,x,0
COc1ccc(/C=N/NC(=O)c2ccoc2C)cc1COc1c(C)cccc1C,1,0%,-4%,-9,0.6%,4,8%,-8,-13
N#C/C(=C/c1cn(CC(=O)O)c2ccccc12)C(=O)NCc1ccccc1,1,0%,-4%,-13,-2.9%,4,-5%,2,-13
CC(=O)c1ccc(NC(=O)CSCC(=O)Nc2ccc3ccccc3c2)cc1,2,0%,0%,-9,0.6%,1,0%,-6,-8
COc1ccc(-c2ccc(NS(=O)(=O)c3cc([N+](=O)[O-])ccc3C)cc2)nn1,10,1%,2%,3,1.5%,4,-4%,-4,4
Cc1ccc2[nH]c3c(c2c1)CCN(C)C3,-16,-8%,-10%,4,3.6%,2,-2%,-5,5
CC(=O)c1ccc(OC(=O)Cc2cccc3ccccc23)cc1,6,3%,-4%,-2,3.0%,7,-2%,-1,-3
Cc1ccc(NC(=O)c2cccc3ccccc23)cc1,8,-9%,-5%,-16,-0.2%,0,1%,-7,-7
N#C/C(=C\c1ccc[nH]1)C(=O)N1CCCCC1,-4,-14%,1%,1,-0.1%,1,1%,-2,-3
CCCCc1ccc(-c2c(C#N)c(N)nc3c2CCCC3)s1,0,-5%,0%,7,-2.0%,1,-4%,-4,-2
COC(=O)c1ccc(NC(=O)CCc2nnc3ccc(NCc4ccco4)nn23)cc1,6,2%,-6%,23,0.7%,-1,-1%,1,33
N#C/C(=N\O)c1nc2ccccc2s1,5,3%,-1%,-6,1.5%,2,-3%,-2,5
Cc1ccc(C)c(OCC(=O)N(Cc2nnc(-c3ccccc3Cl)o2)C2CC2)c1,1,7%,1%,17,-1.6%,5,-4%,2,-13
CC/C(=N/NS(=O)(=O)c1ccc(Cl)cc1)c1ccc(O)cc1,2,5%,-6%,-26,1.0%,10,-2%,0,-10
O=C(COc1ccc(Cl)cc1)Nc1nnc(S(=O)(=O)N2CCCCCC2)s1,-3&10,0%&6%,6%&4%,3&8,1.3%&-2.5%,13&-1,-3%&-4%,-4&3,-27
Cc1nc2ncnn2c(C)c1CCC(=O)N1CCc2ccccc21,1,u,1%,-3,6.3%,2,-1%,-6,-18
CCOc1ccc(C(=O)OCC(=O)Nc2cc(C)on2)cc1OCC,-11,-9%,-2%,-3,29%,6,-1%,-1,u
CC(=O)c1cccc(NC(=O)CN(c2ccccc2F)S(C)(=O)=O)c1,-3,-5%,1%,7,0.3%,5,-4%,0,0

Later entries.
smiles,D2 potentiator,Vif-APOBEC3F blk,Vif-APOBEC3G blk,D1 antag,RXFP1 ag,D1 ag,GRP78 ERSR act,D1 PAM,RXFP1 antagonist
CCCc1cc(=O)oc2cc(OC3CCCCC3=O)ccc12 (stereo not given),-4,8%,-5%,-5,4.0%,6,0%,7,6
COc1ccc(CCNC(=O)c2ccc3c(c2)nc2n3CCOC2)cc1OC,2,0%,1%,-21,2.8%,1,-3%,2,5
O=C(COC(=O)c1ccc([N+](=O)[O-])o1)Nc1nc2ccccc2s1,16,-10%,0%,0,0.2%,9,0%,-5,9
COCCNC(=O)c1ccccc1NC(=O)c1ccccc1N(C)S(=O)(=O)c1ccc(C)cc1,-8,2%,0%,-4,0.4%,2,0%,-7,-7
C[N+]1(CC2COC3(CCCCC3)O2)CCCCC1 (stereo not given),-1,16%,-1%,-6,0.0%,1,-10%,-2,-4
Cc1nnc(SCc2nc3ccccc3nc2C)s1,-6,-12%,-1%,2,2.7%,-2,0%,-1,4
COc1ccc(C2=NN(CCC(=O)NCCc3ccccc3)C(=O)CC2)cc1,11,2%,5%,-6,0.8%,1,-6%,8,-18
COc1ccc(CNC(=O)c2ccc3c(c2)N(C)C(=O)CS3=O)cc1 (stereo not given),-14,0%,2%,-3,2.2%,1,1%,-8,x
COc1ccccc1NC(=O)c1cn(-c2ccccc2)nc1-c1ccccc1,5,-1%,4%,3,2.7%,-3,0%,-1,-16

Single records (already shown). Values in the order: D2 potentiator, Vif-APOBEC3F blk, Vif-APOBEC3G blk, D1 antag, RXFP1 ag, D1 ag, GRP78 ERSR act, D1 PAM, RXFP1 antagonist
Entry for COc1ccc(C2=NN(CCC(=O)NCCc3ccccc3)C(=O)CC2)cc1 : 11, 2%, 5%, -6, 0.8%, 1, -6%, 8, -18
Entry for C[N+]1(CC2COC3(CCCCC3)O2)CCCCC1 (stereo not given) : -1, 16%, -1%, -6, 0.0%, 1, -10%, -2, -4
